KKLEB tox = counter-screen for CF NF-kB inhibitors: cytotoxicity; KKLEB CF airway cells viability, ATPlite luminescence, overnight; stronger effect = lower value; cells stimulated with P. aeruginosa culture filtrate; activity change (cytotoxicity), % at 5 µM; 0.36% of 360,000 active;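 active means corrected activity change at or below -50% at 5 µM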
CF NFkB block = cystic fibrosis NF-kB activation inhibition. KKLEB NF-kB-GFP reporter, PAF-induced, GFP fluorescence overnight. inhibition, % at 5 µM. 0.86% of 360,000 active;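 active means at least 50% inhibition at 5 µM, scaled per plate between neutral and stimulator controls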;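 further: PAF is a Pseudomonas aeruginosa culture filtrate used as stimulus; plate controls were PAF-stimulated DMSO wells for no effect and unstimulated DMSO wells for full effect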
iPSC survival up = hiPSC single-cell survival enhancement; ATPlite luminescence; 100% = ROCK inhibitor wells, 0% = DMSO; survival enhancement, % at 20 µM; 0.044% of 360,000 active; AID 602274; in the data active means survival enhancement above about 18%;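 further: cells exposed to compounds for 16 hours before the ATP read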
Peg3 promoter = inhibitors of Peg3 promoter. HeLa PEG-Prom luciferase reporter, luminescence, overnight. inhibition, % at 20 µM. AID 588405. 1.7% of 360,000 active;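 active means inhibition of at least 50% at 20 µM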
Shn3 inh set2 = reduces Shn3 3'UTR luciferase signal in osteoblasts; Clone20 osteoblast Shn3 3'UTR firefly luciferase, 24 h; inhibition, % at 12.5 µM; 0.52% of 360,000 active;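 active means mean inhibition of at least 75% with every replicate also reaching 75%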;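 further: 0% = median of neutral control wells and 100% = pilot-screen positive control compound; some compounds past the cut are filed as inactive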
TRPM1 prom inh = reduces MITF-dependent TRPM1 promoter luciferase signal. AID 488899. 0.83% of 330,000 active. inhibition, % at 12.5 µM. SK-MEL-5 TRPM1 promoter luciferase, 24 h;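 active means mean inhibition across replicates of 60% or more, whatever share of single replicates reaches that level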; further: values of inactives mirror those of a sister screen read the other way
NR2E3 ag-1 = NR2E3 (human) agonism. AID 2300. inhibition of corepressor binding, % at 4.78 µM. 0.12% of 320,000 active. GST-NR2E3/biotin-RetCOR TR-FRET, 1536-well. Q9Y5X4;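 active means percent inhibition above the cutoff of mean plus 3 SD of all tested compounds, set per screening campaign, cut at about 20% in these data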;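 further: 0% = DMSO wells and 100% = biotin wells as full block of FRET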
Target sequence (Q9Y5X4 whole entry, looked up): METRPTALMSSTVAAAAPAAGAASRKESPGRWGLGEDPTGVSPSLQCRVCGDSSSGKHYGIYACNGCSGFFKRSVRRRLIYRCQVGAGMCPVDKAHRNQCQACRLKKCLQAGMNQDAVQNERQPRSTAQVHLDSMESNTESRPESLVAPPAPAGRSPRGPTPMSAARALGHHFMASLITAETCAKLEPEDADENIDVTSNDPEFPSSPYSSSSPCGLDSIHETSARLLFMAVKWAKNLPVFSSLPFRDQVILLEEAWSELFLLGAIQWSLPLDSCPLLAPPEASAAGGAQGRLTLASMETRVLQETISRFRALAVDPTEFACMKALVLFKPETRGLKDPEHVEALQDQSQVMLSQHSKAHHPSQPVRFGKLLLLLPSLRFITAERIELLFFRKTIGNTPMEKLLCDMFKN
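System: GST-tagged NR2E3 plus biotinylated RetCOR corepressor; Buffer or medium: pH 7.5 Tris-based buffer; Probe or stimulus: RetCOR corepressor, biotinylated, 7 nM; Doses: compound at 4.8 µM, single dose; Schedule: 5 h incubation at 4 °C; Technique: time-resolved FRET; Evaluation: percent inhibition of TR-FRET ratio; Replication: one well per compound, singlicate testing.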
TWEAK-Fn14 inh = TWEAK-Fn14 signaling inhibition | inhibition, % at 10 µM | TWEAK-stimulated Fn14 reporter cells, luciferase luminescence, 8 h | 2% of 360,000 active; in the data active means inhibition above about 50%
HIF-2a inh = HIF-2a inhibition; 0.72% of 360,000 active; inhibition, % at 18.8 µM; 786-0 RCC cells HIF-2a reporter, luciferase luminescence, overnight; AID 624352;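 active means inhibition of the luminescence signal of 40% or more relative to plate controls, in a single-dose primary screen at 18.75 µM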
NR2E3 ag-2 = agonists of human NR2E3 nuclear receptor | Q9Y5X4 | CHO-S Gal4-NCOR/VP16-NR2E3 two-hybrid, luciferase | inhibition of corepressor binding, % at 3.98 µM | 0.35% of 360,000 active | AID 602229;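 active means inhibition above the mean of all tested compounds plus 3 SD, cut at about 70% in these data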;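 further: 0% = DMSO with NR2E3 transfected cells and 100% = cells lacking NR2E3 construct; higher means lower luciferase signal from less NR2E3 corepressor binding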
aDG glyco up = alpha-DG glycosylation activation; Pro5-aDG cells, alpha-DG glycosylation AlphaScreen (IIH6); 0% Pro5, 100% B10-LARGE cell signal; activation, % at 10 µM; 0.22% of 360,000 active; AID 624168;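 active means activation of at least 8% versus controls, or a plate z-score of at least 8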;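 further: Pro5 are CHO cells carrying HIG-tagged alpha-DG that lacks glycosylation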
* hit, by the source's call; · = no result given.

SMILES | KKLEB tox | CF NFkB block | iPSC survival up | Peg3 promoter | Shn3 inh set2 | TRPM1 prom inh | NR2E3 ag-1 | TWEAK-Fn14 inh | HIF-2a inh | NR2E3 ag-2 | aDG glyco up
O=C(O)c1cc(NS(=O)(=O)c2cccc3nsnc23)cc(C(=O)O)c1 | 0 | 6 | -0.1 | 11 | 22 | -10 | 0 | 13 | 6 | 8 | 0.0
COc1cc(C(C)=O)ccc1OCC(O)CN1CCN(S(=O)(=O)c2ccccc2)CC1 (centres undefined) | 0 | 9 | -0.8 | 15 | 13 | 4 | 1 | 12 | 15 | -1 | 0.9
CCOc1ccc(-c2c(C(=O)N/N=C/c3c[nH]c4ccccc34)nnn2-c2nonc2N)cc1 | 23 | -22 | -0.5 | 28 | 20 | 18 | -3 | 58* | 21 | 14 | 0.0
COc1ccccc1NC(=O)C(C)OC(=O)CCC1CCCCC1 (centres undefined) | 8 | 5 | -0.5 | -8 | 2 | -9 | 0 | -8 | -3 | -13 | 0.2
Cc1ccc(S(=O)(=O)NCCNC(C)c2ccc(Br)cc2)cc1 (centres undefined) | -4 | 8 | 2.8 | 5 | -5 | · | 1 | -11 | 1 | -28 | -0.3
Clc1ccc(Oc2cccc(/C=N/n3cnnc3)c2)cc1 | -3 | -5 | 5.7 | 0 | 0 | 1 | 1 | 0 | -1 | -19 | 1.0
COc1ccc(CCN2CC(C(=O)NCc3c(C)n[nH]c3C)CCC2=O)cc1 (centres undefined) | 18 | -1 | 1.1 | 0 | -15 | -6 | -2 | 2 | -1 | -7 | 0.2
CCc1ccccc1NC(=O)/C(=C/c1ccccc1)c1ccccc1 | 5 | 2 | -0.7 | 12 | 33 | -19 | 0 | -20 | 3 | -2 | 0.1
CCCc1cc(=O)[nH]c(SCC(=O)c2cc(C)n(C3CC3)c2C)n1 | 4 | 2 | 2.7 | 0 | -14 | -3 | 2 | 0 | 13 | -32 | -0.2
CCN(CC)CC(C)CNC(=O)CC(C(=O)N1CCc2ccccc21)n1ccnc1 (centres undefined) | 14 | -8 | 2.8 | 17 | 11 | 29 | 3 | 56* | -14 | -19 | 0.0

Reprinted at random: 4 entries already listed.
SMILES | KKLEB tox | CF NFkB block | iPSC survival up | Peg3 promoter | Shn3 inh set2 | TRPM1 prom inh | NR2E3 ag-1 | TWEAK-Fn14 inh | HIF-2a inh | NR2E3 ag-2 | aDG glyco up
O=C(O)c1cc(NS(=O)(=O)c2cccc3nsnc23)cc(C(=O)O)c1 | 0 | 6 | -0.1 | 11 | 22 | -10 | 0 | 13 | 6 | 8 | 0.0
COc1ccccc1NC(=O)C(C)OC(=O)CCC1CCCCC1 (centres undefined) | 8 | 5 | -0.5 | -8 | 2 | -9 | 0 | -8 | -3 | -13 | 0.2
CCc1ccccc1NC(=O)/C(=C/c1ccccc1)c1ccccc1 | 5 | 2 | -0.7 | 12 | 33 | -19 | 0 | -20 | 3 | -2 | 0.1
CCN(CC)CC(C)CNC(=O)CC(C(=O)N1CCc2ccccc21)n1ccnc1 (centres undefined) | 14 | -8 | 2.8 | 17 | 11 | 29 | 3 | 56* | -14 | -19 | 0.0

Remaining list, next part:
SMILES | KKLEB tox | CF NFkB block | iPSC survival up | Peg3 promoter | Shn3 inh set2 | TRPM1 prom inh | NR2E3 ag-1 | TWEAK-Fn14 inh | HIF-2a inh | NR2E3 ag-2 | aDG glyco up
COc1ccc(NC(=O)CN2C(=O)NC(c3ccccc3)(c3ccccc3)C2=O)cc1 | 4 | -13 | 1.8 | -6 | -8 | -3 | 6 | 9 | 11 | 4 | 0.1
COc1ccc(-c2[nH]ncc2CNC(C)c2ccccc2Cl)cc1F (centres undefined) | 9 | -13 | -0.7 | 3 | 16 | -25 | -2 | -2 | 6 | -8 | 0.3
CC(=O)c1ccc(NC(=O)C(Cc2ccccc2)NC(=O)c2ccco2)cc1 (centres undefined) | -8 | 3 | -0.4 | -27 | 5 | -4 | 3 | 3 | -9 | 9 | -0.3
CCOC(=O)c1ccc2nc(Nc3nc4ccc(F)cc4s3)sc2c1 | -10 | 25 | -0.3 | 96* | 35 | 96* | -1 | 99* | 91* | 37 | 2.2
O=C(COc1cccc2ccccc12)N/N=C/c1ccco1 | -11 | -31 | 0.1 | 13 | 2 | -4 | -5 | 1 | -13 | -10 | 1.3
CCCn1nnc(NC(=O)c2ccccc2Br)n1 | 11 | -27 | 1.4 | -68 | -43 | -29 | 0 | -9 | -87 | -63 | 0.0
CN(C(=O)c1cccc(C#N)c1)c1nnc(C2CCOC2)s1 (centres undefined) | 3 | 7 | -3.2 | 6 | 5 | 1 | -1 | -11 | 2 | -24 | 0.1
O=C(O)c1ccccc1NS(=O)(=O)c1ccccc1C(F)(F)F | -4 | -8 | 2.3 | 13 | -15 | -2 | 3 | 16 | 4 | -3 | -0.2
CC(=O)c1cccc(-c2cnc3c(NC=O)cc(-c4ccc(N(C)C)cc4)cn23)c1 | -27 | 30 | 0.5 | 12 | 5 | · | · | 20 | -16 | -1 | -0.3
Cc1ccc(-c2nc3ccc(Br)cn3c2Cc2cccc(F)c2)cc1 | -11 | 12 | -2.2 | -202 | -108 | · | · | -4 | -278 | -87 | -0.1
C/C=C/c1ccc(OCC(=O)OCC)c(OC)c1 | -2 | 0 | -0.6 | -15 | -1 | 6 | 0 | -9 | -2 | -2 | 0.1
CC(C)(C)C(=O)Nc1ccc2oc(-c3cc(F)c(F)cc3Cl)nc2c1 | 15 | -10 | 0.1 | -324 | -61 | -55 | 2 | -37 | -237 | -77 | 1.8
NC(=O)c1ccc[n+](CC(=O)c2ccc(NC(=O)c3ccccc3)cc2)c1 | -15 | 4 | 0.7 | -13 | -9 | 3 | -2 | 6 | -4 | 4 | -0.1
COc1ccccc1/C=C/C(=O)NC(=S)N(C)C1CCCCC1 | 1 | 6 | 0.2 | -18 | -1 | -3 | 0 | -6 | -32 | -6 | 0.2
CCn1c(CCCc2ccc(OC)c(C)c2)n[nH]c1=S | -2 | 3 | 0.3 | -102 | 9 | 10 | 0 | -18 | 11 | -23 | 0.2
COc1ccc(NC2=NC(C)(CO)CS2)cc1 (centres undefined) | -12 | 14 | 0.5 | -79 | -17 | -7 | -3 | 3 | -112 | -17 | 0.1
COc1ccccc1C(=O)NC(=O)COc1ccc([N+](=O)[O-])cc1 | 17 | -11 | -0.4 | 2 | -8 | -4 | -2 | 0 | 2 | -8 | 0.0
O=C(CCn1cnc2ccccc21)N/N=C/c1ccc(O)cc1 | -16 | -6 | 2.2 | -1 | -5 | -5 | 3 | 1 | 13 | -24 | -0.3
COc1ccc(Cl)cc1NC(=O)CN1CCCC1 | -4 | -7 | -2.9 | 13 | -5 | -3 | 4 | 11 | 4 | 4 | 0.3
Cc1cc(C)n2nc(C(=O)N/N=C/c3ccccc3Cl)nc2n1 | 4 | -2 | -0.4 | -1 | -1 | -12 | 4 | -6 | -25 | -12 | -0.5
COc1cccc(C(C(=O)NC2CCCC2)N(Cc2cccnc2)C(=O)Cc2cccs2)c1 (centres undefined) | 10 | -10 | -0.6 | 4 | -13 | -1 | 3 | 41 | 14 | -31 | 0.1
C=CCOC(=O)/C(=C/c1ccco1)NC(=O)/C=C/c1ccccc1 | 13 | -10 | -0.2 | 12 | -31 | 5 | 2 | 13 | -1 | -27 | -0.1
O=C(O)c1cccnc1SC1CC(=O)N(CCc2ccccc2)C1=O (centres undefined) | 12 | 9 | -1.2 | 2 | -1 | -2 | 1 | -2 | 14 | 1 | -0.1
CCc1cccc(C)c1NC(=O)CNCc1ccccc1 | 4 | 4 | 0.2 | -14 | -19 | -7 | 0 | -10 | 12 | -7 | 0.0
Cc1ccc2nc(/C(C#N)=C\c3ccc([N+](=O)[O-])o3)[nH]c2c1 | -68* | 12 | 4.9 | 105* | 99* | 92* | 4 | 99* | -31 | -10 | -0.5
O=C(CCCc1nc2ccccc2s1)NC(c1ccccc1)c1ccccc1 | -6 | -11 | 1.1 | 6 | 11 | -2 | -3 | -10 | 5 | -12 | 0.2
O=c1[nH]c(/C(Cl)=C/c2c(F)cccc2Cl)nc2cc(Cl)ccc12 | -12 | 9 | -1.2 | -47 | -8 | 25 | -2 | -38 | -7 | 0 | -0.3
Cc1ccc(N2CC(c3nc4ccccc4n3C)CC2=O)cc1 (centres undefined) | 1 | -11 | -0.3 | 6 | 10 | 5 | 1 | -7 | 12 | -5 | 0.0
C/C(=C1\SC(N2CCOCC2)=NC1=O)c1ccccc1 | 0 | 8 | -0.1 | -2 | 10 | -4 | 3 | -9 | -12 | -20 | -0.2
Cc1ccc(SCCN2CCC(O)CCC2=O)cc1 (centres undefined) | 0 | 15 | 0.5 | -47 | -16 | -4 | -2 | -7 | -42 | -8 | -0.1
CC(Nc1ncnc2ccccc12)c1ccccc1 (centres undefined) | -8 | -12 | -0.4 | 1 | 88* | 24 | 6 | 37 | 9 | 75* | 1.8
COc1ccc(CNC(=O)COC(=O)c2ccc(S(=O)(=O)NCc3ccco3)cc2)cc1 | -24 | 10 | 0.2 | 5 | -5 | 7 | · | 16 | 4 | -32 | -0.2
COc1cc(CC(=O)Nc2ccccc2N2CCCCC2)cc(OC)c1OC | 1 | 14 | 0.9 | 10 | 5 | 16 | -1 | 0 | 18 | 4 | 1.3
C[C@H](CO)N1C[C@H](C)[C@@H](CN(C)S(=O)(=O)c2ccc(-c3ccccc3)cc2)OCc2cn(nn2)CCCC1=O | -6 | -3 | 0.4 | -8 | -8 | · | · | -3 | -4 | 3 | -0.2
CCOC(=O)C(C(=O)OCC)=C1OC(=O)c2ccccc21 | 12 | -8 | -0.4 | 6 | -9 | 20 | 1 | -3 | 23 | -16 | -0.1
COc1ccc(C2=NN(C(=O)c3cccs3)C(c3ccccc3O)C2)cc1 (centres undefined) | 0 | -10 | 5.1 | -18 | -42 | -13 | 2 | 6 | -197 | -15 | 1.0
CCc1ccc2[nH]c3nc(N/N=C/c4ccc(O)cc4O)nnc3c2c1 | -6 | 8 | -0.4 | 42 | 55 | 24 | 0 | 23 | 15 | 22 | -0.1
CCOC(=O)CC1=NS(=O)(=O)c2ccccc2N1 | -1 | -8 | -0.8 | -3 | 2 | -2 | 2 | -13 | 11 | 31 | -0.3
CCc1ccc(C2CC(c3ccc(C)cc3)n3nc(N)nc3N2)cc1 (centres undefined) | 4 | -3 | 2.3 | -8 | -20 | -1 | · | -2 | -24 | -19 | 0.2
O=C1CCC(C(=O)N2CCCC(C(=O)c3ccc4c5c(cccc35)CC4)C2)=NN1 (centres undefined) | -4 | 10 | -2.7 | 1 | 6 | -1 | 4 | 9 | -45 | 8 | -0.3
N#Cc1c(N)nc(SCC(=O)OCc2ccccc2)c(C#N)c1-c1ccco1 | 3 | -8 | -2.1 | 11 | -4 | -7 | 2 | 18 | 10 | -21 | 0.1
CSC(=S)NN=C(C)c1cccc(C)n1 | -10 | 76* | -1.0 | 35 | 93* | 74* | · | 91* | -15 | 66 | -0.4

Compound activity: PubChem, several laboratories
